All columns: NCI-60 one-dose screen, growth in % after 48 h at 10 µM unless noted; 100 = growth as untreated, 0 = no growth, -100 = all killed.
U251: U251 CNS tumor cells | AID 1794753 | actives 5.4% (n = 80,000)
TK-10: TK-10 renal cancer cells | actives 3.9% (n = 81,000)
SN12C: SN12C renal cancer cells; actives 3.8% (n = 81,000)
SF-539: SF-539 CNS cancer | actives 6.8% (n = 81,000)
SF-295: SF-295 CNS cancer cells; AID 1794758; actives 5.6% (n = 79,000)
UO-31: UO-31 renal cancer | AID 1794768 | actives 5.2% (n = 81,000)
PC-3: PC-3 prostate cancer cells. actives 3.9% (n = 80,000)
DU-145: DU-145 prostate cancer; actives 4.2% (n = 81,000); AID 1794760
786-0: 786-0 renal cancer cells. actives 5.1% (n = 81,000)
The depositor's hits bear a star; / = not tested or not shown; & = joins results of further samples. Rule for the calls: active = growth percent below 10; inactive = the rest.

SMILES	U251	TK-10	SN12C	SF-539	SF-295	UO-31	PC-3	DU-145	786-0
C#CCOc1cccc(-c2ncnc3cc(NC(=O)CCl)ccc23)c1	-94*	12	-66*	-44*	34	-94*	-16*	14	-85*
CC1CC2(C)N(CCc3cncn32)C1=O (stereo not drawn)	96	91	99	98	103	93	101	107	105
COc1cc(C(=O)c2cc(C(C)=O)c3ccc(C)cn23)cc(OC)c1OC	34	76	42	35	7.7*	44	56	67	51
Oc1c(Cl)cc(Cl)cc1CNc1nccnn1	102	113	90	/	101	94	95	101	111
NC(=O)SCC(=O)Nc1cccc(NC(=O)CSC(N)=O)c1	85	92	102	99	90	93	90	93	95
O=c1[nH]c(CCl)nc2c(-c3nc4ccccc4s3)c(Nc3ccccc3)sc12	100	133	91	105	104	70	82	111	108
CCOC(=O)/C(O)=C1\CC=CC1=O	100	100	102	103	/	88	102	110	101
COc1ccc2nc(NCc3ccccc3)c3sc4ccc(F)cc4c(=O)c3c2c1	99	111	98	69	104	95	103	106	103
C/C(=N\O)C1(C)CC=CCC1CO (stereo not drawn)	101	102	109	99	88	77	95	104	118
O=C(CNC1CCCCC1)Nc1cc(O)ccc1O	91	107	100	101	115	90	94	108	108
Nc1nc2c(s1)CCCc1ccn(S(=O)(=O)c3ccccc3)c1-2	86	103	92	99	94	92	82	112	95
COc1cccc(C2=NN(c3ccc(-c4ccccc4)nn3)C(c3cccc(C)c3)C2)c1 (stereo not drawn)	92	143	88	95	96	76	86	99	100
Cc1nc(/N=C(\N)NC(=O)Nc2cccc([N+](=O)[O-])c2)sc1C	/	110	87	78	83	83	77	90	90
S=c1c2ccccc2[nH]c2ccccc12	79	90	74	/	93	77	92	103	93
Cn1c2ccccc2c2c3c(c4c5ccccc5[nH]c4c21)C(=O)N(OCCCCCC#N)C3=O	94	97	89	85	91	62	64	104	/
COC(=O)c1c(O)cc(O)c(CC=C(C)C)c1O	94	93	89	104	93	65	84	108	91
CSCOC(=O)/C(CCC=C(C)C)=C1\[C@@H](OC(C)=O)C[C@@]2(C)[C@H]1CC(=O)[C@H]1[C@@]3(C)CCNC(=O)[C@@H](C)[C@@H]3CC[C@@]12C	99	113	98	95	104	82	87	105	100
COc1ccc(C(=O)O)c(O)c1OC	96	89	103	99	100	94	104	106	93
Cc1cccc(N=Cc2ccccc2O)c1C	/	121	90	102	106	105	95	126	94
Nc1cc(S(=O)(=O)c2ccc(O)c(N)c2)ccc1O	101	99	83	116	109	75	79	98	105
O=C(O)CN(Cc1ccccn1)Cc1cc(I)cc(I)c1O	33	58	65	49	29	37	63	66	62
Cc1cc(C)c(N=Nc2no[n+]([O-])c2C#N)c(C)c1	91	103	93	101	103	85	84	93	111
CC(C)(C)c1ccncc1	95	97	94	88	110	104	103	108	102
COc1cc(C2CC(c3ccc(Cl)cc3)=Nc3c(N)nc(N)nc3N2)ccc1Oc1nc(NCCO)nc(N2CCOCC2)n1 (stereo not drawn)	58	79	69	66	93	87	57	87	46
COc1ccc(CC(=O)O)cc1	104	107	105	109	117	88	85	118	102
C=CC[P+](CC=C)(CC=C)c1ccccc1	100	107	117	97	/	95	94	111	110
C=CCOc1ccc2c(c1)CC[C@@H]1[C@@H]2CC[C@]2(C)[C@@H](O)C(=O)C[C@@H]12	97	97	97	95	104	103	89	105	91
N#Cc1c(-c2ccc(Cl)cc2)nc(SCc2ccccc2)nc1N1CCNCC1	-66*	96	55	76	94	53	59	64	64
COC(=O)C(Cc1c[nH]c2ccccc12)N1CC(=O)N2[C@@H](c3ccccc3)SC[C@H]2C1=O (stereo partly drawn)	96	102	108	103	/	86	96	114	103
CC(=O)Nc1nc(OC(C)=O)c(Cc2cc(Cl)ccc2Cl)s1	91	79	94	107	96	82	81	103	95
CCOC(=O)Oc1ccc(Cl)cc1Cl	103	105	99	99	100	90	100	107	97
Cc1nnc(N)s1	110&100	96&103	99&93	90&92	101&97	100&85	97&96	109&111	94&97
CCN1C(=O)/C(=C/C(=O)OC)S/C1=N\NC(=O)c1cc2ccc1/C=C\c1ccc(cc1)/C=C\2	84	94	95	90	97	79	57	108	91
C=CC(=O)N(C)[C@H]1C[C@H]2OC(C)(C1OC)n1c3ccccc3c3c4c(c5c6ccccc6n2c5c31)C(=O)NC4 (stereo partly drawn)	-36*	-2.2*	6.8*	-49*	-27*	-31*	17	29	-74*
NC(=O)c1ccc(Oc2ccc(C(N)=O)cc2)cc1	95	92	102	98	105	100	111	116	114
CCC1(CC)C(C#N)C(=O)NC(=O)C1C#N (stereo not drawn)	97	104	97	96	103	86	96	113	102
Cc1ccc(S(=O)(=O)N2CCCC3OCCCC3=C2C2=CCCCC2)cc1 (stereo not drawn)	102	107	99	98	98	85	87	104	90
CCC(C(CC(=O)c1ccccc1)c1ccccc1)[N+](=O)[O-] (stereo not drawn)	98	81	100	/	99	88	82	108	92
O=C(O)c1ncc(-c2cc(C(F)(F)F)cc(C(F)(F)F)c2)c(NC2CCCCCC2)n1	/	106	105	101	96	73	87	111	95
Cc1cc(C(=O)O)c(C)c([N+](=O)[O-])c1	106	115	105	105	100	98	94	108	103
O=C(CI)Nc1ccc2[nH]c(=O)cc(C(=O)O)c2c1	108	103	94	109	102	96	98	105	89
CN(C)NC(=O)Nc1ccccc1	97	107	101	103	95	93	87	107	101
Cc1[nH]c(=O)[nH]c(=O)c1[N+](=O)[O-]	100	117	106	113	113	100	103	120	113
O=C1/C(=C/c2ccc(F)cc2)SC(=S)N1N1CCOCC1	100	100	98	96	101	81	100	111	107
O=C(O)c1ccc(-n2cc(CNc3ccc(F)c(Cl)c3)c(-c3ccc(F)cc3)n2)cc1	99	125	93	95	74	86	90	87	111
O=C1/C(=C\C=C\c2ccccc2)CCC/C1=C/C=C/c1ccccc1	103	118	94	115	127	115	104	122	97
CCOC(=O)c1c(NC(=O)c2ccccc2)sc2c(CN(C)C)c(O)c(Br)cc12	107	111	93	82	91	98	70	106	87
CC1=N/C(=C\c2cccc(Br)c2)C(=O)O1	/	101	98	115	108	90	101	109	102
C=C(Cl)/C=N/C(=O)NC(O)C(=C)Cl (stereo not drawn)	100	99	102	98	96	78	97	/	101
CSc1nnc(-c2cc(-c3ccccc3)nc3ccccc23)n1-c1ccccc1	97	114	88	103	93	67	88	99	93
O=C(/C=C/c1cc(-c2cc3ccccc3o2)n(-c2ccccc2)n1)c1ccccc1	103	95	99	100	94	93	110	101	99
CC1(C)OC2C(COC(c3ccccc3)(c3ccccc3)c3ccccc3)OC(c3c[nH]c4c(N)ncnc34)C2O1 (stereo not drawn)	57	84	50	90	58	58	25	/	63
COc1ccc2c(CSc3nc(Cl)c(C#N)c(-c4ccc(Cl)cc4)n3)cc(=O)oc2c1	97	95	106	100	100	88	89	108	100
C/C(=N/NC(N)=S)c1ccc(Nc2nc(SCC(C)C)nc(-c3ccccc3)c2C#N)cc1	111	141	120	99	110	114	110	111	104
c1ccc(Cn2cc(-c3nc4ccccc4n3Cc3ccccc3)c3cccnc32)cc1	/	129	108	107	104	86	83	110	101
COc1ccc(CCNC2=CC(=O)CCC2)cc1OC	107	115	102	106	104	81	93	124	107
COc1cc(-c2c(C#N)c(N)n(-c3cc(C)ccn3)c(=O)c2C#N)cc(OC)c1OC	86	99	96	95	96	98	94	100	90
CCN1C(=O)/C(=c2\sc3n(c2=O)NC2C(N=3)N(CC)C(=S)N2CC)c2ccccc21 (stereo not drawn)	98	156	96	92	99	75	89	109	102
CCOP(=O)(OCC)C(NC(=O)c1ccc(OC)cc1)C(=O)N1CCC(O)CC1 (stereo not drawn)	92	92	96	91	103	78	98	116	95
O=C1/C=C/[C@@H](O)[C@@H]2C[C@@H](O)C[C@H]2/C=C/CCC[C@H](CCc2cccc3ccccc23)O1	24	-0.3*	5.9*	22	7.8*	4.6*	21	19	-45*

Reformatted with values under each structure: part of the list above
Below each SMILES – U251	TK-10	SN12C	SF-539	SF-295	UO-31	PC-3	DU-145	786-0
O=C(CI)Nc1ccc2[nH]c(=O)cc(C(=O)O)c2c1
    108	103	94	109	102	96	98	105	89
CN(C)NC(=O)Nc1ccccc1
    97	107	101	103	95	93	87	107	101
Cc1[nH]c(=O)[nH]c(=O)c1[N+](=O)[O-]
    100	117	106	113	113	100	103	120	113
O=C1/C(=C/c2ccc(F)cc2)SC(=S)N1N1CCOCC1
    100	100	98	96	101	81	100	111	107
O=C(O)c1ccc(-n2cc(CNc3ccc(F)c(Cl)c3)c(-c3ccc(F)cc3)n2)cc1
    99	125	93	95	74	86	90	87	111
O=C1/C(=C\C=C\c2ccccc2)CCC/C1=C/C=C/c1ccccc1
    103	118	94	115	127	115	104	122	97
CCOC(=O)c1c(NC(=O)c2ccccc2)sc2c(CN(C)C)c(O)c(Br)cc12
    107	111	93	82	91	98	70	106	87
CC1=N/C(=C\c2cccc(Br)c2)C(=O)O1
    /	101	98	115	108	90	101	109	102
C=C(Cl)/C=N/C(=O)NC(O)C(=C)Cl (stereo not drawn)
    100	99	102	98	96	78	97	/	101
CSc1nnc(-c2cc(-c3ccccc3)nc3ccccc23)n1-c1ccccc1
    97	114	88	103	93	67	88	99	93
O=C(/C=C/c1cc(-c2cc3ccccc3o2)n(-c2ccccc2)n1)c1ccccc1
    103	95	99	100	94	93	110	101	99
CC1(C)OC2C(COC(c3ccccc3)(c3ccccc3)c3ccccc3)OC(c3c[nH]c4c(N)ncnc34)C2O1 (stereo not drawn)
    57	84	50	90	58	58	25	/	63
COc1ccc2c(CSc3nc(Cl)c(C#N)c(-c4ccc(Cl)cc4)n3)cc(=O)oc2c1
    97	95	106	100	100	88	89	108	100
C/C(=N/NC(N)=S)c1ccc(Nc2nc(SCC(C)C)nc(-c3ccccc3)c2C#N)cc1
    111	141	120	99	110	114	110	111	104
c1ccc(Cn2cc(-c3nc4ccccc4n3Cc3ccccc3)c3cccnc32)cc1
    /	129	108	107	104	86	83	110	101
COc1ccc(CCNC2=CC(=O)CCC2)cc1OC
    107	115	102	106	104	81	93	124	107
COc1cc(-c2c(C#N)c(N)n(-c3cc(C)ccn3)c(=O)c2C#N)cc(OC)c1OC
    86	99	96	95	96	98	94	100	90
CCN1C(=O)/C(=c2\sc3n(c2=O)NC2C(N=3)N(CC)C(=S)N2CC)c2ccccc21 (stereo not drawn)
    98	156	96	92	99	75	89	109	102
CCOP(=O)(OCC)C(NC(=O)c1ccc(OC)cc1)C(=O)N1CCC(O)CC1 (stereo not drawn)
    92	92	96	91	103	78	98	116	95
O=C1/C=C/[C@@H](O)[C@@H]2C[C@@H](O)C[C@H]2/C=C/CCC[C@H](CCc2cccc3ccccc23)O1
    24	-0.3*	5.9*	22	7.8*	4.6*	21	19	-45*

Continued.
SMILES	U251	TK-10	SN12C	SF-539	SF-295	UO-31	PC-3	DU-145	786-0
CC(=O)c1ccc(NC(=O)CSc2nnc(-c3cc(-c4ccccc4)nc4ccccc34)o2)cc1	80	79	91	100	98	82	81	105	98
CCc1c(C)c2cc3c(c(C)c2oc1=O)OCC(=O)N3	62	15	73	68	72	37	80	73	48
CC(C)COC(=O)NC(C)(C)C	107	104	110	101	/	96	102	115	98
CC1(C)CC(=O)C2=C(C1)Oc1c(Cl)cc(Cl)cc1C2	88	94	99	105	91	82	91	103	95
O=C(O)C1(NO)CCCC1	91	81	101	109	105	98	89	108	98
CC(C)=CCC[C@@H](C)[C@H]1CC[C@@]2(C)C3=C(CC[C@]12C)[C@@]1(C)CC[C@H](O)C(C)(C)[C@@H]1CC3	99	112	102	101	/	111	101	126	101
COc1ccc(Oc2nc(Cl)ncc2NC(=S)NC(=O)c2ccccc2)cc1	78	83	96	86	79	72	62	96	55
N#CCCOCC1CCCO1 (stereo not drawn)	97&96	104&95	104&93	92&99	98&93	84&92	100&97	102&109	94&92
CC(=O)c1c(C)[nH]c2c1c(-c1cc(Cl)cc(Cl)c1O)nc1ccccc12	92	87	101	102	77	85	76	100	103
CC(C)CC(=O)CCCc1ccccn1	99	97	103	100	99	96	97	108	107
COc1ccc(C(=O)COc2ccc(/C=C3\CCc4ccccc4C3=O)cc2)cc1	86	122	86	90	93	28	83	/	96
CCCc1cc2c(cc1NC(=O)Cc1ccccc1)OCO2	100	102	100	99	112	71	96	118	100
Cn1cc(CCc2cc[n+](CCC[N+](C)(C)C)cc2)c2ccccc21	86	174	98	103	106	86	73	112	106

No enrichment for hits; about 10% have a hit in one of these screens.
